# Screening results (PubChem)
# Jurkat NFkB inh: lowers PMA/ionomycin-induced NF-kB signal in Jurkat cells. AID 435003. inhibition, % at 4 µM. hit rate 0.53% among 330,000. PMA/ionomycin-induced NF-kB luciferase reporter, luminescence
# SENP8 inh: SENP8 protease inhibition; hit rate 1.2% among 330,000; purified SENP8, Z-RLRGG-aminoluciferin cleavage, luminescence; Q96LD8; inhibition, % at 10 µM
# Target sequence (Q96LD8 whole entry, looked up): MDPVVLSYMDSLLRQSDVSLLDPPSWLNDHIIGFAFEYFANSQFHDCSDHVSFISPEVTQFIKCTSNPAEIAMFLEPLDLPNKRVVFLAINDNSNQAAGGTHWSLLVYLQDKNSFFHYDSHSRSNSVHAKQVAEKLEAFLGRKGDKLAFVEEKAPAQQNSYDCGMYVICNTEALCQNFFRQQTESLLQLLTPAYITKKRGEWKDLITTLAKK
# Gli-Sufu block: blocks Gli-Sufu signaling in a luciferase reporter; Sufu-KO-LIGHT fibroblasts, Gli luciferase reporter luminescence; hit rate 0.74% among 340,000; inhibition, % at 5 µM; AID 588413;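 active = inhibition above about 55%, limit read from the data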;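 note: 0% = DMSO-treated cells and 100% = wells with medium but no cells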
# SENP7 block: blocks the human protease SENP7 | inhibition, % at 5 µM | Q9BQF6 | AID 434973 | hit rate 1.5% among 330,000 | recombinant SENP7, Z-RLRGG-aminoluciferin luminescence, 40 min;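 active = inhibition above about 50% at the single test dose, limit read from the data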;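 note: plate controls were DMSO with enzyme for no effect and no enzyme buffer wells for full effect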
# Target sequence (Q9BQF6 706-1050 limits assumed): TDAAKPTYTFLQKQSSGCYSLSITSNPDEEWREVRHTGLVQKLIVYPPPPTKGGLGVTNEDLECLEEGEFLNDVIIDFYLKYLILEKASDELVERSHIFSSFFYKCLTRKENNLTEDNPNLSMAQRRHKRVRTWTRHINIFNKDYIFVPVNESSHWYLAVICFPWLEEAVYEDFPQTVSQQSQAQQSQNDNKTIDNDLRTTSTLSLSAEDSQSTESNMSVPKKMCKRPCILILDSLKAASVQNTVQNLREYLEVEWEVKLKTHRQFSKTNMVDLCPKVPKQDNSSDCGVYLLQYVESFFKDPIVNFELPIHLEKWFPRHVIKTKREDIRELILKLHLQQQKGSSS
# UBC13 polyUb: human UBC13 polyubiquitination inhibition; UBC13 polyubiquitin chain formation, TR-FRET; inhibition, % at 20 µM; hit rate 0.47% among 330,000; P61088; in the data active = inhibition above about 45%, passing the limit was not always enough
# Target sequence (P61088 whole entry, looked up): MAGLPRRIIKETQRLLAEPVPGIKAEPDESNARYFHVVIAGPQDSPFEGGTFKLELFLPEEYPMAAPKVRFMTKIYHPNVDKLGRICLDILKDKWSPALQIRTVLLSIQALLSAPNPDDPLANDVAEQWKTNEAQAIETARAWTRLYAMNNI
# 697 NFkB inh: lowers PMA/ionomycin-induced NF-kB signal in 697 B cells | 697 B-cell NF-kB luciferase reporter, 16 h | inhibition, % at 4 µM | hit rate 0.33% among 330,000 | AID 435022; in the data active = inhibition above about 35%
# Apaf-1 inh: inhibitors of human Apaf-1 apoptosome. reconstituted apoptosome caspase-3 activity, DEVD-Rh110 fluorescence. hit rate 0.71% among 330,000. inhibition, % at 20 µM. O14727; active = inhibition of at least 40% at 20 µM;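 note: plate controls were DMSO wells for no effect and DEVD-CHO caspase inhibitor wells for full effect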
#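 Material: cell-free apoptosome with Apaf-1, procaspase-3 and caspase-9; Buffer or medium: Hepes pH 7.5 with detergent and BSA; Reagent: cytochrome c trigger plus (Z-DEVD)2-Rh110 caspase-3 substrate; Times: compound with Apaf-1, dATP, procaspase-3 30 min, then 50 min reaction, room temperature; Technique: Rh110 fluorescence intensity.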
# HKDC1 inhibitor: HKDC1 (human) hexokinase inhibition. hit rate 0.16% among 340,000. inhibition, % at 20 µM. recombinant HKDC1, G6PDH/diaphorase resazurin coupled fluorescence. Q2TB90;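 active = inhibition above about 35% when tested at 20 µM, limit read from the data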;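 note: plate controls were DMSO wells with enzyme for no effect and DMSO wells lacking enzyme for full effect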
#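 Material: recombinant HKDC1 hexokinase; Amount: HKDC1 at 5 µg/mL; Medium: Tris pH 8.0 buffer with MgCl2, Tween-20, BSA, BME; Schedule: 90 min reaction incubation at room temperature, dark; Technique: coupled resazurin fluorescence, excitation 525 nm, emission 613 nm.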
# * marks the source's active call; other numbers are inactive results; i = inactive; x = not tested or not shown. Cut-off read from the data, not from the text of the source, unless noted: active = inhibition above about 50%; inactive = the rest.
SMILES,Jurkat NFkB inh,SENP8 inh,Gli-Sufu block,SENP7 block,UBC13 polyUb,697 NFkB inh,Apaf-1 inh,HKDC1 inhibitor
CC(C)C(C(=O)NCc1ccco1)N(Cc1ccco1)C(=O)CNS(=O)(=O)c1ccccc1 (stereo not given),-1,1,29,7,-4,14,-3,3
Cc1ccc(CCC(=O)Nc2ccc(S(N)(=O)=O)cc2)o1,1,7,-3,3,-3,-11,-8,-5
O=C1CCC[C@@H]2CC(Nc3ccc(F)cc3F)C[C@@H]3CCN1[C@H]23 (stereo not given in full),x,x,-2,-2,x,12,4,-4
O=[N+]([O-])c1cccc(S(=O)(=O)NCCCn2ccnc2)c1,20,1,-6,-8,10,5,0,-3
Cc1oc(C)c2c(=O)ccc3c(c12)OC(N)=C(C#N)C3c1ccc(F)cc1 (stereo not given),-2,5,4,0,-17,13,9,9
CCOC(=O)c1sc(NC(=O)c2ccc(S(=O)(=O)N3CCOCC3)cc2)nc1-c1ccccc1,-13,-4,23,-11,-23,-27,15,4
COCCNC(=O)CN1C(=O)CSc2ccc(S(=O)(=O)N3CCOCC3)cc21,-6,-3,-7,6,0,-2,-1,-9
COc1ccc(S(=O)(=O)Nc2cccc3c2O[C@H](CN(C)Cc2ccc(Cl)c(Cl)c2)[C@@H](C)CN([C@H](C)CO)C3=O)cc1,11,-2,9,5,14,13,32,4
O=c1[nH]c(N/N=C/c2ccc(O)cc2)nc2ccccc12,-57,60*,-37,51*,6,-72,-8,10
CC(NC(=O)Nc1nnc(C(F)(F)F)s1)(C(F)(F)F)C(F)(F)F,11,2,-7,0,-5,-90,3,-1
CN(Cc1ccccc1)S(=O)(=O)c1cc2c3c(c1)CCN3C(=O)CC2,6,16,-1,-5,4,9,5,-6
CCOc1ccccc1NC(=O)C(C)SCc1ccccc1 (stereo not given),15,-8,0,6,3,-8,-2,-1
OCCCNc1cc(-c2ccccc2)nc2cc(-c3ccc(F)cc3)nn12,-17,0,0,5,8,-39,25,-1
O=C(NNC(=O)[C@@H]1CCCC[C@@H]1C(=O)O)c1cccs1,-3,-1,3,10,3,-14,-3,-2
Cc1cc2c(C)nc(N/N=C/c3ccc(F)cc3)nc2o1,3,10,-10,-2,-3,2,-12,3
Cn1c(=O)c(=O)n(C)c2cc(S(=O)(=O)N3CCc4ccccc43)ccc21,-8,4,14,0,-7,-3,11,3
CSCC[C@H](NC(=O)[C@H]1N2C(=O)c3ccccc3C2SC1(C)C)C(=O)NCc1ccncc1 (stereo not given in full),15,-6,-2,0,-2,-1,4,-4
Cc1c(NS(=O)(=O)N2CCCCC2)c(=O)n(-c2ccccc2)n1C,14,1,-11,2,-1,14,-12,8
Cc1ccc(-c2ccc(/C=C(\C#N)C(=O)Nc3cc(C)nn3-c3ccccc3)o2)cc1,-4,0,x,-3,-26,0,-20,x
NC(=O)COC(=O)c1sc2cc(F)ccc2c1Cl,-8,-5,1,-8,15,4,-7,-8
O=C(NC(=S)Nc1ccccc1Cl)c1cncc(C#Cc2ccccc2)c1,6,-3,-6,6,4,-2,4,-1
O=C(Cc1cccc(C(F)(F)F)c1)Nc1ccccc1N1CCCC1,8,12,1,1,5,5,19,-1
CN(C(=O)CSc1nnc(NC2CCCCC2)s1)C1CCS(=O)(=O)C1 (stereo not given),-9,1,-3,3,3,16,-10,-1
CC1=Nc2cc(C(=O)NCCN3CCOCC3)ccc2Sc2c(C)ccc(C)c21,36,-6,4,-6,4,1,3,-12
CCCCN(C)C(=O)c1cn(C)c2ccc(S(=O)(=O)N(C)C)cc2c1=O,3,3,-44,-7,-9,2,-9,2
COc1ccc(NC(=O)CCc2ccc(OC)c(OC)c2)cn1,12,11,32,-2,0,13,1,2
O=C(Nc1cccc(Cl)c1)NC1CC2CCC1C2 (stereo not given),-57,-15,-17,5,-2,-28,3,-2
Cc1cc(Cl)ccc1NNC(=O)c1c(C)noc1C,-1,-9,1,-2,-3,-15,0,-5
COCCN(C(=O)COC(=O)c1ccc(C=O)cc1)c1c(N)n(Cc2ccccc2)c(=O)[nH]c1=O,11,1,-4,-9,1,9,8,-7
COc1ccc2nc(NC(=O)CSc3nc(C)cc(C)n3)sc2c1,-5,1,2,13,-2,0,6,1
COc1ccc(N2CC(C(=O)Nc3ccc4c(c3)OCO4)CC2=O)cc1 (stereo not given),-22,-3,12,3,-4,-37,2,-1
Nc1c(-c2cccc(Cl)c2)cnn1-c1ccccc1,-42,21,-48,38,6,-40,9,-1
O=C1C(=O)N(CCS(=O)(=O)c2ccccc2)c2ccccc21,-2,0,8,3,-10,12,-28,4
CCCCNC(=O)C1CCC(CNS(=O)(=O)c2ccc(C)cc2)CC1 (stereo not given),8,3,-3,2,9,22,-4,-4
O=C(Oc1ccc([N+](=O)[O-])cc1)c1ccc2ccccc2n1,-24,-10,0,-9,11,-46,7,3
CCc1ccc(-n2c(O)cnc2Nc2nc(C)cc(C)n2)cc1,15,-1,7,8,3,20,4,-3
CCCNC(=O)Cn1c(=O)oc2cc(S(=O)(=O)N3CCCC3)ccc21,10,-2,-35,-11,-5,6,-1,-6
COc1ccccc1NC(=O)CSc1nnc(NC(=O)c2ccco2)s1,15,-5,-7,-4,8,1,-8,-2
O=C(Cc1c(F)cccc1Cl)Nc1ccccc1-c1ccccc1,-4,-1,-3,1,6,7,17,1
O=C(NCc1ccccc1)C(c1ccco1)N(C(=O)c1csnn1)c1ccccc1F (stereo not given),1,3,13,-1,5,13,8,-4

# Just SENP8 inh, for 5 of the compounds above:
smiles | SENP8 inh
O=C(Nc1cccc(Cl)c1)NC1CC2CCC1C2 (stereo not given) | -15
Cc1cc(Cl)ccc1NNC(=O)c1c(C)noc1C | -9
COCCN(C(=O)COC(=O)c1ccc(C=O)cc1)c1c(N)n(Cc2ccccc2)c(=O)[nH]c1=O | 1
COc1ccc2nc(NC(=O)CSc3nc(C)cc(C)n3)sc2c1 | 1
COc1ccc(N2CC(C(=O)Nc3ccc4c(c3)OCO4)CC2=O)cc1 (stereo not given) | -3

# (continued)
SMILES,Jurkat NFkB inh,SENP8 inh,Gli-Sufu block,SENP7 block,UBC13 polyUb,697 NFkB inh,Apaf-1 inh,HKDC1 inhibitor
CCC1Oc2ccc(C)cc2N(CC(=O)N(Cc2cccnc2)Cc2ccc(C)o2)C1=O (stereo not given),5,-12,47,-8,5,6,1,0
Clc1ccccc1OCCN1CCCCC1,6,-4,9,1,-3,6,-16,-9
O=c1[nH]c2c(=O)[nH]cnc2nc1-c1ccccc1,2,1,2,3,15,17,-10,7
FC(F)(F)c1cnc(C(c2ccccn2)c2ncn[nH]2)c(Cl)c1 (stereo not given),-5,-7,-7,-8,-12,-9,-3,-18
CC(C)N(C(=S)NC1CCCCC1)c1ccccc1,4,-1,x,-4,7,-4,3,x
CC(NC(=O)CN(Cc1ccccc1)S(=O)(=O)c1ccccc1)c1cccnc1 (stereo not given),9,2,7,-2,2,5,-4,-5
COc1ccc(C(=O)/C=C/c2ccccc2F)c(OC(=O)c2ccc([N+](=O)[O-])cc2)c1,-7,28,1,-8,2,-8,10,14
Cn1c(COc2nnc(-c3ccc(Cl)cc3)c3ccccc23)nc2ccccc21,-5,-17,-1,8,-2,-3,11,-11
O=C(O)CCC(=O)Nc1ccccc1C(=O)NCCc1ccccc1,-46,-16,-47,-7,-2,-49,-4,-9
N/C(=N\N=C\c1ccc2c(c1)OCO2)SC1CC(=O)N(c2ccc(C(=O)O)cc2)C1=O (stereo not given),-25,-11,-1,-3,-9,-12,-11,-3
Cc1ccc(-c2n[nH]c(=S)n2-c2ccccc2)cc1,-5,-1,1,-4,-18,-3,2,1
COc1ccc(N=c2scc(-c3ccc(OC)cc3)n2CCO)cc1,-6,-9,-9,-2,3,-69,22,3
CC1=NN(c2cccc(Cl)c2)C(=O)C1,-8,7,-18,20,-13,-5,75*,-1
CN(CC(=O)Nc1c(Cl)cccc1Cl)C(=O)Cc1ccc(S(=O)(=O)N2CCOCC2)s1,2,-4,5,-2,4,-19,1,-3
CC1(C)OC(=O)C(=Cc2ccc[nH]2)C(=O)O1,-18,0,4,-3,1,19,-19,-1
COCCCN1CC(=O)N2C(c3cccc(C)c3)c3[nH]c4ccccc4c3C[C@H]2C1=O (stereo not given in full),-3,9,-11,1,6,1,3,-1
CCOC(=O)c1cccc(N2C(=O)C3C4C=CC(CC4)C3C2=O)c1 (stereo not given),-24,20,2,-7,-2,-16,6,5
CNC(=S)Nc1ccc(-c2nc3ccc(C)cc3s2)cc1,-128,64*,-87,50,9,-161,12,-3
CCCc1cc(=O)[nH]c(SCC(=O)Nc2ccc(Br)cc2Br)n1,17,-6,4,4,-10,-7,0,-6
CCOC(=O)c1cnn2c(N)c(C#N)cnc12,2,-9,11,1,-11,-21,1,-7
CS(=O)(=O)N1CCC(C(=O)Nc2cccc(Cl)c2Cl)CC1,10,-4,-22,-6,-1,-2,-16,-1
CCOC(=O)C1CCCN(CCC(=O)Nc2ccc(Br)c(C)c2)C1 (stereo not given),-7,-2,46,-1,14,-12,-7,6
COc1ccccc1-c1nnc(SCC(=O)NC2CCS(=O)(=O)C2)n1CCc1ccccc1 (stereo not given),4,4,-8,1,7,7,-3,-15
CN(Cc1ccccc1)S(=O)(=O)c1ccc(OCC(=O)NCc2ccncc2)cc1,-4,-9,-5,-5,-7,-13,8,-8
COc1ccc(-c2cc3nnc(-c4ccccc4)nc3s2)cc1,-86,43,8,4,1,-202,0,-7
CSCCC(NC(=O)c1cc(C(C)(C)C)oc1C)C(=O)O (stereo not given),1,4,-2,-1,-2,1,-29,-6
Cc1ccc(C2C3CSCC=C3C(C#N)=C(N)C2(C#N)C#N)cc1 (stereo not given),3,7,42,5,-4,12,2,20
CC(C(=O)NCCCc1ccccc1)n1cccc1C(=O)c1ccccc1 (stereo not given),-22,1,5,-5,-3,-44,23,6
C#CCNC(=O)C1=C[C@@H](c2ccc3c(c2)OCO3)C[C@@H](OCc2ccc(CO)cc2)O1,1,2,-10,-4,-4,7,9,-1
CC(=O)NC(Cc1c[nH]c2ccccc12)C(=O)Nc1ccc2c(c1)OCO2 (stereo not given),-27,3,0,6,-1,-11,-4,-2
COc1ccccc1NC(=O)CCC(=O)OCc1ccc([N+](=O)[O-])cc1,-19,0,x,-2,-3,-10,6,0
CC1CCc2sc(NC(=O)C3CC(Cl)=CCC3C(=O)O)c(C#N)c2C1 (stereo not given),1,3,7,4,-11,19,23,4
C/C(=C\C=C(C#N)C#N)c1cc(C#N)c(N)o1,-13,0,3,1,i,2,6,-2
O=S(=O)(c1cccc(-c2n[nH]c(=S)o2)c1)N1CCOCC1,-14,10,20,-5,-15,-29,-17,-2
Cc1cccc(OCCc2nnc(N)s2)c1C,-5,-12,-2,-9,-10,-13,-1,0
C/C(=N\NS(=O)(=O)c1ccc(Cl)cc1)c1ccc(O)cc1,-13,-7,1,-5,-4,7,7,-4
O=C(CSc1nc2ccccc2o1)Nc1nc2ccc(Br)cc2s1,-18,-10,-10,2,-14,-15,4,1
Cn1c(SCC(O)c2ccccc2)nnc1-c1ccc2ccccc2c1 (stereo not given),2,-7,-5,-9,-3,-24,16,1
CCCCCOC(=O)Cc1c(C)nc(-c2ccccc2)[nH]c1=O,-1,-2,1,-4,-12,-10,-2,-3

# Another view of part of the listing above:
mol	Jurkat NFkB inh	SENP8 inh	Gli-Sufu block	SENP7 block	UBC13 polyUb	697 NFkB inh	Apaf-1 inh	HKDC1 inhibitor
Cc1cccc(OCCc2nnc(N)s2)c1C	-5	-12	-2	-9	-10	-13	-1	0
C/C(=N\NS(=O)(=O)c1ccc(Cl)cc1)c1ccc(O)cc1	-13	-7	1	-5	-4	7	7	-4
O=C(CSc1nc2ccccc2o1)Nc1nc2ccc(Br)cc2s1	-18	-10	-10	2	-14	-15	4	1
